Compound activity as filed in PubChem.
H9c2 TAG inh: triacylglycerol accumulation inhibition; H9c2 cells, Nile Red lipid (TAG) fluorescence; cells loaded with 200 µM oleic acid; inhibition, % at 12.5 µM; hit rate 0.66% among 230,000;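 active = pattern-corrected inhibition of lipid staining of at least 50% with the nuclear-stain viability signal not falling by more than 50%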;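 also: 0% = DMSO wells and 100% = triacsin C control wells; some results filed as inactive read as strong as hits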
H9c2 TAG inh DAPI viability: also measured in H9c2 TAG inh; calls as there; DAPI nuclei signal change (viability), lower = more cytotoxic, %;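 whole-well DAPI fluorescence read on a plate reader as a viability signal; minus 50 percent equals half of cells still viable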
* = called active by the depositor. The list is partial. The share of hits here may be higher or lower than overall.

Below each compound: H9c2 TAG inh	H9c2 TAG inh DAPI viability
CCc1nnc(NC(=O)CSc2nc3c(cc2C#N)CCCC3)s1
 : 3	19
Fc1ccc(-c2nnc(-c3ccc(Cl)cc3Cl)o2)cc1
 : 4	2
Cc1cc(S(=O)(=O)NCCC2=CCCCC2)ccc1Br
 : 3	3
O=C(c1cnn(C(=O)c2ccccc2F)c1)c1ccccc1O
 : 6	-2
FC(F)c1nnc2ccc(Cl)nn12
 : 23	-6
Cc1c(C(=O)NCc2ccc3c(c2)OCO3)sc(=O)n1Cc1cccc(F)c1
 : 1	-11
O=C(NNC(=S)Nc1ccccc1)c1cc(-c2cccnc2)nc2ccccc12
 : 10	-7
CCOC(=O)CC1CCCCN1Cc1cn(C)nc1-c1ccc2c(c1)OCCO2 (stereo not given)
 : -2	18
Cc1ccc(OC(=O)CCN2C(=O)c3ccccc3C2=O)cc1C
 : 8	-9
CSc1ccccc1NC(=O)COC(=O)/C=C/c1ccco1
 : -11	-3
O=C(Nc1nnc([C@@H]2C[C@H](O)[C@@H](CO)O2)s1)Nc1cccc(Cl)c1Cl
 : 12	-1
CCOC(=O)N1CCN(S(=O)(=O)CCNC(=O)c2cccc(OC)c2)CC1
 : -14	3
O=C(ON=C1CCN(S(=O)(=O)c2ccccc2)CC1)c1ccc(Cl)cc1
 : -1	6
CCOc1ccc(S(=O)(=O)N2CCOCC2)cc1NS(=O)(=O)c1ccc(OC)c([N+](=O)[O-])c1
 : 10	-3
Cc1ccc(C(=O)NCC(=O)OCC(=O)c2ccc3c(c2)NC(=O)CO3)cc1C
 : 8	-8
CCNC(=S)N1CCN(c2ccc([N+](=O)[O-])cc2)CC1
 : -23	3
CN1CCN(CC(=O)Nc2ccccc2Sc2ccccc2)CC1
 : -19	25
CC(C)NC(=O)Nc1ccc2c(c1)C(=O)N([C@@H](C)CO)C[C@@H](C)[C@H](CN(C)Cc1ccccc1)OCCCC[C@H](C)O2
 : 2	3
Cc1ccc(S(=O)(=O)N2CCCCC2)cc1C(=O)N1CCCCCC1
 : -8	2
Cc1cc(C)c(S(=O)(=O)NCC(=O)NCc2ccco2)c(C)c1
 : 13	-16
COc1ccc(CN(C)C(=O)c2ccc(OCC(=O)Nc3cccc(C(F)(F)F)c3)c(OC)c2)c(OC)c1
 : 3	10
CC1(C)CC(=O)c2cc(C(=O)NCc3ccco3)c(=O)n(-c3ccccc3)c2C1
 : -14	-1
Clc1cccc(-c2noc3ncnc(Nc4ccc5c(c4)OCO5)c23)c1
 : -24	-2
Cc1cccc(C)c1NC(=O)NCCSc1snnc1C
 : 14	-9
O=C1OCC2=C1C(c1ccc(Cl)cc1)CC(=O)N2c1ccc(F)cc1 (stereo not given)
 : -8	8
N=C(N)Sc1nc(N2CCCCC2)nc(N2CCCCC2)n1
 : -1	0
CC1(C)CC(=O)C/C(=N\NC(=O)C2CC2c2ccccc2)C1 (stereo not given)
 : 5	1
Cc1cc(C(=O)NC2CC2)c2ccccc2n1
 : 6	1
CCCC(=O)C1CCN(Cc2ccccc2)CC1
 : -5	-8
CC(C)C(CCN1C(=O)CCC1=O)C1CCOC(C)(C)C1 (stereo not given)
 : -38	7
CCc1c(C)nc2ncnn2c1Nc1ccc(C(C)=O)cc1
 : 13	-2
Nc1nonc1OCCc1ccccc1
 : -20	-3
Cc1nc2nc(-c3ccc(Cl)cc3)[nH]n2c(=O)c1Cc1ccccc1
 : 17	-2
CCOc1cc(C2C(C(=O)c3ccc(C)o3)=C(O)C(=O)N2CCc2ccccc2)ccc1O (stereo not given)
 : -4	5
Cn1c(=O)c(C(=O)COc2ccc(F)cc2Cl)c(N)n(Cc2ccccc2)c1=O
 : -6	-10
CC(C)C(=O)Nc1cc(S(=O)(=O)Nc2ccc(Cl)cc2)ccc1Cl
 : -33	4
CN(C(=O)COC(=O)c1ccccc1SCC(=O)N1CCCC1)c1ccccc1
 : 21	-7
O=C(Nc1cc(S(=O)(=O)N2CCOCC2)ccc1O)c1ccc2c(c1)S(=O)(=O)c1ccccc1C2=O
 : -11	6
C=CCNC(=O)CN1CCC(n2nnc3cc(C(F)(F)F)ccc32)CC1
 : 8	-7
COc1ccc2c(CC(=O)N3CCN(S(=O)(=O)c4ccc(F)cc4)CC3)coc2c1
 : 6	-5
NS(=O)(=O)c1cccc(NC(=S)NCc2ccccc2)c1
 : 2	-3
COc1ccc(NC(=O)CSc2ccc(-c3ccco3)nn2)cc1OC
 : -2	-1
C#CCOc1ccc(/C=C2/C(=O)N(c3ccc(S(N)(=O)=O)cc3)N=C2C)cc1OC
 : -12	0
Cc1cccc(OCC(O)Cn2c(=N)n(Cc3ccccc3)c3ccccc32)c1 (stereo not given)
 : 29	-10
COc1ccc(C2OC(=O)CC2C(=O)NCc2ccc(F)cc2)cc1OC (stereo not given)
 : 6	2
N/C(=N\OC(=O)COc1ccccc1Cl)c1ccccn1
 : -23	5
CN(C)C(=O)N1CCN(C(=O)c2ccco2)CC1
 : -1	-3
O=C(Nc1nc2ccccc2s1)c1cccc(N2C(=O)CCC2=O)c1
 : 10	7
CCc1noc(C)c1C(=O)NCCN1C(=O)S/C(=C\c2ccc(OC)cc2)C1=O
 : -3	8
O=C(CCNC(=O)c1ccc(Br)cc1)NCc1ccccc1F
 : -1	-1
COc1ccc(NC(=O)C2(C)Cc3c(-c4cccc(C(F)(F)F)c4)ccnc3O2)cn1 (stereo not given)
 : 0	-4
O=C1c2cccnc2C(=O)N1c1cccc(-c2nc3ccccc3o2)c1
 : -20	10
CCOC(=O)c1nc(C(=O)NCc2ccc(C)cc2)nc2ccccc12
 : 2	-9
CS(=O)(=O)N1CCN(CC(=O)NC2CCCC2)CC1
 : 3	1
O=C(/C=C/c1ccc(Cl)c([N+](=O)[O-])c1)NCc1cccnc1
 : -13	3
CCOC(=O)c1nc(Nc2cc(C)cc(C)c2)c2ccccc2n1
 : 19	3
C[C@@H]1CN([C@H](C)CO)C(=O)CCCn2nncc2CO[C@H]1CN(C)C(=O)Nc1ccc2c(c1)OCO2
 : -7	-2
COc1ccc(-c2ccc(C(=O)NCCN(C)C)c3occc23)c(C)c1
 : 5	10
COc1cc(C)cc(OC)c1OCC(=O)Nc1cc(C)on1
 : -13	-2
CCc1c(C)c2cc(Cl)c(O)c(CN3CCCCC3)c2oc1=O
 : 19	114

Remaining list, next part
Below each compound: H9c2 TAG inh	H9c2 TAG inh DAPI viability
Cc1c(C(=O)NCc2ccc3c(c2)OCCO3)sc(=O)n1Cc1ccccc1F
 : -8	-15
CNc1snc(C)c1C(=O)OCC(=O)c1ccc(Cl)cc1
 : -25	-5
COCCN(Cc1cn(C)nc1-c1ccc(Oc2ccccc2)cc1)C(C)C
 : -7	8
O=c1cc(CN2CCN(CCO)CC2)c2cc3c(cc2o1)CCC3
 : -24	3
CC1CCN(c2ccc(C(F)(F)F)cc2N)CC1
 : -1	-4
CC(NC(=O)C(C)(C)C)C(c1cccs1)N1CCN(Cc2ccccc2)CC1 (stereo not given)
 : -6	5
COc1ccc(CCNS(=O)(=O)CCNC(=O)c2ccc3c(c2)OCO3)cc1OC
 : 7	-5
O=C1OC(/C(=C\Nc2cc(Cl)ccc2O)[N+](=O)[O-])c2ccccc21 (stereo not given)
 : 6	2
Cc1ccccc1OCC(O)Cn1c(NCc2ccccc2)nc2c1c(=O)[nH]c(=O)n2C (stereo not given)
 : 32	4
O=C(CCC(=O)c1ccc[nH]1)c1ccc(Cl)cc1
 : 4	-3
O=C(Nc1cccc(C(=O)O)c1)/C(=C\c1ccccc1)NC(=O)c1ccco1
 : -7	-1
COCCNC(=S)N(CCCO)Cc1cc2cc3c(cc2[nH]c1=O)OCO3
 : -7	5
CCCCNc1cnn(-c2ccccc2)c(=O)c1Cl
 : -11	-7
CCOC(=O)Cn1cc(/C=N/NC(=O)c2cc3ccccc3o2)c2ccccc21
 : -5	1
Cc1cc(-c2nn(-c3ccccc3F)cc2CN2CCCC(CO)C2)c(C)s1 (stereo not given)
 : -2	15
CN(C)c1ccc(/C=N/N=C2/SC(CC(=O)O)C(=O)N2c2ccc(O)cc2)cc1 (stereo not given)
 : 3	-6
CC(=O)Nc1cccc(/C(C)=N/NC(=O)c2ccc3c(c2)OCO3)c1
 : 1	-6
O=[N+]([O-])c1cccnc1Nc1ccc(Cl)cc1
 : 6	-5
COc1ccc(NS(=O)(=O)c2cccc(C(=O)NCc3cccnc3)c2)cc1
 : -6	1
Cc1ccccc1/C=C/C12NC(=O)CN1c1ccccc1C2(C)C (stereo not given)
 : -15	-4
CC(C)(C)c1ccc(CC(=O)N2CCC2(C)C(=O)NS(=O)(=O)c2cccs2)cc1 (stereo not given)
 : 6	-9
CC1CCCN(C(=O)COC(=O)C2=COCCO2)C1 (stereo not given)
 : -1	-8
COc1cc2ncnc(NCCCN3CCOCC3)c2cc1OC
 : 13	-3
COc1ccc(NC(=O)CN2C(=O)c3cccc4cccc2c34)c(OC)c1
 : -7	-1
Nc1ncnc(Nc2cc(C(F)(F)F)cc(C(F)(F)F)c2)n1
 : 13	-3
Cc1cccc(CC(C)NC(=O)CCc2nnc(-c3ccccc3)o2)n1 (stereo not given)
 : -5	5
O=S1(=O)CC/C(=N/Nc2ccccn2)c2cc(F)ccc21
 : 12	-14
Cc1ccc2nc(-c3ccc(NC(=O)COCC(=O)O)cc3)sc2c1
 : -5	17
C[C@H](CO)N1C[C@H](C)[C@H](CN(C)S(=O)(=O)c2cn(C)cn2)Oc2ccc(NC(=O)Nc3ccc(C(F)(F)F)cc3)cc2CC1=O
 : 10	-20
COc1ccc(Nc2nc(N)nc(CSc3nccc(C)n3)n2)cc1
 : -6	-6

Gathered by group: the compounds so far with a COOH group.
Below each compound: H9c2 TAG inh	H9c2 TAG inh DAPI viability
O=C(Nc1cccc(C(=O)O)c1)/C(=C\c1ccccc1)NC(=O)c1ccco1
 : -7	-1
CN(C)c1ccc(/C=N/N=C2/SC(CC(=O)O)C(=O)N2c2ccc(O)cc2)cc1 (stereo not given)
 : 3	-6
Cc1ccc2nc(-c3ccc(NC(=O)COCC(=O)O)cc3)sc2c1
 : -5	17

Later entries
Below each compound: H9c2 TAG inh	H9c2 TAG inh DAPI viability
CCC(=O)Nc1cccc(-n2nnnc2SCC(=O)N(C(C)C)C(C)C)c1
 : -1	-9
O=C(COc1ccc([N+](=O)[O-])cc1)NCCc1nc2ccccc2[nH]1
 : 0	-1
COc1cccc(CNC(=O)COC(=O)c2ccc(-c3ccc(O)cc3)cc2)c1
 : 12	7
COC(=O)c1coc(-c2ccc(OC)cc2)c1C(=O)OC
 : -7	1
CC(=O)c1cccc(NC(=O)c2noc3c2CCc2ccccc2-3)c1
 : 3	2
CN1CCC(N(C)C(=S)NC(=O)C23CC4CC(CC(C4)C2)C3)CC1
 : 0	-7
O=C(NC1CCOC1)c1ccc(OC2CCN(CCc3ccccc3)CC2)cc1 (stereo not given)
 : 8	-7
Cc1nn(C)c(C)c1CN(Cc1nc(-c2ccc(F)cc2F)oc1C)C1CC1
 : -27	15
CN(CC(=O)Nc1cccnc1)S(=O)(=O)c1ccc(Br)cc1
 : 7	8
CC1C(=O)N2CCCc3cc(NC(=O)c4ccccc4C(F)(F)F)cc1c32 (stereo not given)
 : -1	-3
Cc1cc(C(=O)Nc2nnc(-c3ccccc3)s2)no1
 : -2	-6
O=C(OCc1cn([C@@H]2C[C@H](c3ccc(Cl)cc3)N(C(=O)C3CCCCC3)C[C@H]2O)nn1)c1ccccc1
 : -13	8
O=C(NCC(c1cccs1)N1CCOCC1)c1cn(-c2ccccc2)nc1-c1ccc(Cl)cc1 (stereo not given)
 : 19	7
O=C(COC(=O)c1ccc(O)cc1O)c1ccc(Cl)cc1
 : 8	0
C=CCN(CC=C)CCCOc1ccc(Br)cc1Cl
 : -5	30
CCS(=O)(=O)N1CCN(S(=O)(=O)c2ccccc2[N+](=O)[O-])CC1
 : -4	0
Cn1cccc1Cc1nnc(SCC(=O)N2CCc3ccccc32)n1CCc1ccccc1
 : 3	-5
Cc1ccc2[nH]c(CNC(=O)c3ccccc3F)cc2c1
 : -6	-2
COc1ccc(C)cc1NC(=O)c1cc2ccccc2cc1OCC(=O)NCc1ccco1
 : 36	2
O=C(Cn1nc(-c2cccc([N+](=O)[O-])c2)c2ccccc2c1=O)Nc1cccnc1
 : -6	11
CC(C)c1ccc(/C=C/c2ccc(=O)n(C)n2)cc1
 : 17	38
Cc1cnc(C(=O)OCC(=O)Nc2sc3c(c2C(N)=O)CCCC3)cn1
 : 16	-6
O=C(CNCc1ccco1)Nc1ccc(N2CCCCCC2)cc1
 : 9	3
O=C1Nc2ccccc2C(O)(C(=O)NCc2ccc3c(c2)OCO3)N1c1ccc(Cl)c(Cl)c1 (stereo not given)
 : -10	4
COc1ccc(NC(=O)c2scc(S(=O)(=O)C(C)C)c2N)cc1
 : -3	-1
CSC1=NCCN1C(=O)c1cccc(C(F)(F)F)c1
 : 0	6
O=C(CN1C(=O)c2ccccc2C1=O)OCC(=O)c1ccccc1
 : -32	2
O=C(NCc1ccccc1)c1ccc(F)c(F)c1
 : -1	1
CCOC(=O)C1CCN(CCCSc2ccc(C)cc2)CC1
 : -4	4
COc1ccccc1C(=O)COC(=O)c1nc(Cl)ccc1Cl
 : 7	2
Cc1ccc(-n2c(SCC(=O)Nc3ccc4c5c(cccc35)CC4)nc(O)cc2=O)cc1
 : -11	14
COc1cccc(NC(=O)CN(C)C(=O)CSCc2nc3scc(-c4cccs4)c3c(=O)[nH]2)c1
 : 0	-2
Cc1cc(N2CCN(c3ccccc3)CC2)nc(N)n1
 : 15	22
CC(OC(=O)C1=COCCO1)C(=O)NC1CCCCC1 (stereo not given)
 : -18	11
CCN1CCN(c2cc(C)c3cc(NC(=S)N4CCCCC4)ccc3n2)CC1
 : 23	28
CC(C)(C)C(=O)Nc1nc(=S)ss1
 : -5	3
Cc1noc(C)c1S(=O)(=O)N1CCC(C(=O)NC2CCCc3ccccc32)CC1 (stereo not given)
 : -8	-3
